PKA-R1A act = PKA-R1A complex activation; PKA-R1A dissociation, Cy5-IP20 fluorescence polarization; scaled: DMSO 0%, 113 µM cGMP 100%; activation, % at 11.4 µM; 0.083% of 340,000 active;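 active = percent activation above the mean of all tested compounds plus 3 SD, cut at about 19% in these data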;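 note: higher means more PKAc released from R1A so a rise in polarization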
MOR-DOR inv ag = mu-delta opioid heterodimer inverse agonism; cell-based MOR-DOR heterodimer luminescence; P35372+P41143; inhibition, % at 9.3 µM; 0.21% of 340,000 active; in the data active = inhibition above about 22%, passing the limit was not always enough;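 note: 0% = cells with DMSO and 100% = wells without cells with DMSO; values of inactives mirror those of a sister screen read the other way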
Target sequence (P35372 whole entry, looked up): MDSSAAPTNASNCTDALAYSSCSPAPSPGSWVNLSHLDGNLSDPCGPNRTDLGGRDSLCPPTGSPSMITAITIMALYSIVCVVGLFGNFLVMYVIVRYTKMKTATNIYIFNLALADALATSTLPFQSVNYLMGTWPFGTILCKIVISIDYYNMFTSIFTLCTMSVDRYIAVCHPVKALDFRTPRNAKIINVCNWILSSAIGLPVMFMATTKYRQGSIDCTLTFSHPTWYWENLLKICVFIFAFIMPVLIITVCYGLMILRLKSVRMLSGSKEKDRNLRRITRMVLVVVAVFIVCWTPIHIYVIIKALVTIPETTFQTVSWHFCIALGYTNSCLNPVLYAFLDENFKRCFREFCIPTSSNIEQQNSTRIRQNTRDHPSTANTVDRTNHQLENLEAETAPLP
Target sequence (P41143 whole entry, looked up): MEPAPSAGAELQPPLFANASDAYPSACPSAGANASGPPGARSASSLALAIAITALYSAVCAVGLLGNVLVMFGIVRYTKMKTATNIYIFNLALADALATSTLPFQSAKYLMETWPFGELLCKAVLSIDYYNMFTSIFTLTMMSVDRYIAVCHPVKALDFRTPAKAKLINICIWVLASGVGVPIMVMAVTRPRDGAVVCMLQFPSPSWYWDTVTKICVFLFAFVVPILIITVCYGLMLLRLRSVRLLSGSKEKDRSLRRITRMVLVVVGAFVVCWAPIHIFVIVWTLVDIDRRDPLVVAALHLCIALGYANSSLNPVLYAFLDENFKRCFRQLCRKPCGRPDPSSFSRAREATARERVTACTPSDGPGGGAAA
DSG3 Ab inh = blocks pemphigus antibody binding to human desmoglein-3 | DSG3-coupled beads, scFv-anti-DSG3-GFP binding, flow cytometry; stronger effect = lower value | 0.48% of 310,000 active | P32926 | binding (percent of control), % at 10 µM;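 active = binding more than 3 SD below its plate's average and above zero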;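 note: hits lower antibody fragment binding to DSG3; some compounds called inactive have numbers as strong as hits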
SUMO Mot1 rescue = inhibitors of SUMOylation pathway: yeast Mot1-301 growth rescue. S. cerevisiae Mot1-301 growth rescue, ATP luminescence, 38.5C; percent above DMSO median, 100 means doubled. growth rescue, % at 18.8 µM. 1% of 320,000 active;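 active = every valid replicate shows activation above 250% relative to neutral control wells; inactive = the rest, any valid replicate at or below 250%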;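 note: OY570 slx delta 5 strain wells were the positive control but not used for scaling; some compounds called inactive have numbers as strong as hits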
HTR5A inv ctr = HTR5A inverse agonism, opioid heterodimer counter-screen; HTR5A cell line, luminescence; inhibition, % at 9.3 µM; 0.083% of 340,000 active; AID 504634; in the data active = inhibition mostly above about 23%, no sharp cut-off; inactive = mostly below about 18%;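 note: 0% = cells with DMSO and 100% = no-cell wells with DMSO; some compounds called inactive have numbers as strong as hits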
AddAB inh = less growth of phage-infected E. coli with AddAB; E. coli expressing H. pylori AddAB, absorbance growth; inhibition, % at 11.9 µM; 0.29% of 330,000 active; AID 435030; in the data active = inhibition above about 12%;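 note: 0% = vehicle wells of infected cells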
PfHsp90 set2 = reduces growth (ATP signal) of yeast expressing P. falciparum Hsp90; S. cerevisiae expressing PfHsp90, BacTiter-Glo ATP, 48 h; yeast lacking PDR1 and PDR3 efflux regulators; inhibition, % at 9.4 µM; 0.32% of 310,000 active;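 active = every replicate shows inhibition above about 80%, whatever the replicate mean, limit read from the data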;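 note: 0% = DMSO neutral controls and 100% = 20 µM radicicol positive controls; yeast relying on Plasmodium falciparum Hsp90 in place of its own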
MOR-DOR ag = agonists of human mu-delta opioid receptor heterodimerization; cells, OPRM1-OPRD1 heterodimerization, luminescence; AID 504326; 0.3% of 340,000 active; activation, % at 9.3 µM; in the data active = activation above about 18%;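 note: 0% = vehicle-treated cells and 100% = reference agonist; values of inactives mirror those of a sister screen read the other way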
phage Ecoli inh = E. coli growth loss with phage present; inhibition, % at 11.9 µM; growth absorbance; 0.26% of 360,000 active; in the data active = inhibition above about 11%
Ecoli viability = counter-screen for AddAB inhibitors: E. coli growth inhibition; AID 449728; E. coli V3065 growth, OD600 absorbance, 18 h; 0.27% of 330,000 active; inhibition, % at 11.9 µM;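 active = inhibition above the campaign's mean inhibition across all tested compounds plus 3 SD, cut at about 9.9% in these data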;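 note: uninfected addAB+ strain grown without phage in ampicillin broth; 0% = DMSO wells and 100% = ciprofloxacin 0.95 µg/ml wells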
HTR5A ag = HTR5A agonism, opioid heterodimer counter-screen; P47898; HTR5A agonist assay, luminescence, cell-based; activation, % at 9.3 µM; 0.61% of 340,000 active; AID 504692; in the data active = activation mostly above about 9.5%, no sharp cut-off; inactive = mostly below about 7.6%;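 note: 0% = cells with vehicle only and 100% = reference agonist; strong numbers were not always called active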
Starred values were filed as active, the others as inactive; . = not tested or not shown.

SMILES	PKA-R1A act	MOR-DOR inv ag	DSG3 Ab inh	SUMO Mot1 rescue	HTR5A inv ctr	AddAB inh	PfHsp90 set2	MOR-DOR ag	phage Ecoli inh	Ecoli viability	HTR5A ag
CCOC(=O)C1=C(c2ccccc2)NC(=O)NC1c1ccc(OC)c(OC)c1 (stereo unspecified)	5	3	99	2	2	1.9	-4	-0.6	3.4	-1.0	-1
CSCCC(NS(=O)(=O)/C=C/c1ccccc1)C(=O)NCCc1ccc(S(N)(=O)=O)cc1 (stereo unspecified)	-8	12	100	2	-2	0.3	-4	-2.3	1.5	0.4	1
Cc1ccc(-c2nnc3sc(-c4ccncc4)nn23)cc1	1	16	105	-13	-1	2.5	22	-2.9	-1.2	1.2	-2
CC(C)c1ccc(OCC(=O)NN2C(=O)c3ccccc3C2=O)c(Br)c1	-3	-8	89	-1	-3	-2.6	-17	1.6	-0.1	-0.6	1
O=C(COc1cc2oc(=O)c3c(c2cc1Cl)CCC3)NCc1ccccn1	5	7	102	15	-14	3.2	-12	-1.4	.	-0.2	-1
COc1ccc(-c2oc3cc(OC(C)=O)cc(OC(C)=O)c3c(=O)c2OC)cc1	-7	8	115	.	9	.	9	-1.4	2.5	.	-2
O=C(CCNC(=O)c1ccc(Cl)cc1)Nc1ccncc1	-3	5	107	11	4	-0.9	.	-0.8	2.5	-1.2	-2
Cc1csc(NC(=O)[C@@H]2CCCN2C(=O)c2cccs2)n1	-5	-1	101	12	-6	-2.2	1	0.1	4.4	2.2	2
Cc1ccc(SC(=O)COc2ccccc2C)cc1	10	-34	101	110	5	0.5	13	6.5	1.7	-1.8	5
Cc1cc(C(F)(F)F)nc2c(Cl)c(C(C)(C)C)nn12	.	.	103	9	.	0.7	.	.	2.0	1.6	.
O=C(CCCn1cc([N+](=O)[O-])cn1)Nc1cccnc1	3	5	98	0	-5	-0.9	-26	-1.0	2.5	-0.5	2
O=C(NCc1nc2ccccc2[nH]1)C1=C[C@H](c2ccccc2)C[C@H](OCCCCO)O1	-15	-8	105	-14	-10	3.0	-6	1.3	0.6	-0.8	0
O=C1CC(CSc2ccc(Cl)cc2)=NN1	.	.	98	-3	.	-0.8	-12	.	2.5	-4.3	.
COc1cccc(/C=N/NC(=O)CO/N=C(\C)c2cccs2)c1OC	-8	-10	94	-2	-3	1.4	.	1.6	2.8	-0.9	1
O=C(Nc1ncc(Cc2cccc(C(F)(F)F)c2)s1)c1ccc(-c2cccc([N+](=O)[O-])c2)o1	-1	18	126	-6	14	1.5	2	-3.3	4.5	-0.8	0
O=C(CC(c1ccco1)C1CCCCC1=O)c1ccco1 (stereo unspecified)	4	4	95	-7	23	-0.9	3	-0.7	3.2	-1.3	-9
COc1ccc(N(CC(=O)NCCSCc2c(F)cccc2Cl)S(C)(=O)=O)cc1OC	-3	11	98	-10	-19	0.8	13	-2.0	.	-3.5	4
Cc1nn(C)c(C)c1NS(=O)(=O)c1ccc(N2CCCC2=O)cc1	4	4	99	-2	-4	2.6	-26	-0.8	3.9	3.5	2
CCCCOc1ccc(CN2CCSCC2)cc1	-9	-6	116	-5	-11	.	10	1.2	2.1	.	3
COc1ccc(N(CC(=O)NC2CCCC2)C(=O)Cn2nnc(-c3ccc(C)cc3)n2)cc1	0	1	98	15	-13	0.2	-24	-0.2	-0.1	-1.0	4

Shown with values under each structure: two of the compounds above.
Below each SMILES – PKA-R1A act, MOR-DOR inv ag, DSG3 Ab inh, SUMO Mot1 rescue, HTR5A inv ctr, AddAB inh, PfHsp90 set2, MOR-DOR ag, phage Ecoli inh, Ecoli viability, HTR5A ag
COc1cccc(/C=N/NC(=O)CO/N=C(\C)c2cccs2)c1OC
 : -8, -10, 94, -2, -3, 1.4, ., 1.6, 2.8, -0.9, 1
O=C(Nc1ncc(Cc2cccc(C(F)(F)F)c2)s1)c1ccc(-c2cccc([N+](=O)[O-])c2)o1
 : -1, 18, 126, -6, 14, 1.5, 2, -3.3, 4.5, -0.8, 0

(list continues)
SMILES	PKA-R1A act	MOR-DOR inv ag	DSG3 Ab inh	SUMO Mot1 rescue	HTR5A inv ctr	AddAB inh	PfHsp90 set2	MOR-DOR ag	phage Ecoli inh	Ecoli viability	HTR5A ag
CC(=O)c1ccc(Oc2ncnc3sccc23)cc1	8	17	94	360	-5	2.1	-56	-3.6	2.9	1.5	2
CCCCN1C(Nc2ccccc2)=NC[C@@H]1Cc1ccccc1	4	14	99	5	13	2.2	-49	-2.4	3.3	-0.5	-2
CCc1nc(CN2CCCC(C(=O)c3ccc4c5c(cccc35)CC4)C2)c(C)[nH]1 (stereo unspecified)	-4	9	96	-8	6	-1.8	15	-1.8	2.1	-2.8	0
OCCC1CN(Cc2nc(-c3ccc(F)cc3)cs2)CCN1CCc1ccccc1 (stereo unspecified)	-8	-15	111	120	2	0.3	2	2.1	2.3	-1.8	4
CCOc1ccccc1N(C(=O)c1snc(C(N)=O)c1N)C(C(=O)NC1CCCC1)c1ccco1 (stereo unspecified)	-3	1	97	4	-12	1.8	4	-0.2	1.4	1.4	2
CN(C)CCN1C(=O)C(=O)/C(=C(/O)c2ccc3c(c2)OCCO3)C1c1ccccn1 (stereo unspecified)	-9	-2	128	286	-18	0.0	-1	0.3	3.3	1.4	-2
O=C(COC(=O)C1CCC1)NCc1ccc(Cl)cc1Cl	-18	3	93	10	-4	-2.6	20	-0.6	0.4	0.5	-2
Cc1noc(C)c1NC(=O)Nc1cccc2c1O[C@H](CN(C)S(=O)(=O)c1cn(C)cn1)[C@@H](C)CN([C@H](C)CO)C2=O	17	8	105	19	-4	-1.7	13	-1.6	0.6	-3.2	1
CCCCNC(=O)C1COc2ccccc2O1 (stereo unspecified)	-7	1	98	127	9	2.6	9	-0.2	0.6	0.4	-1
COc1ccc(N(CC(=O)NCCSc2ccccn2)S(=O)(=O)c2ccccc2)c(OC)c1	-6	-31	116	-7	-58	3.1	8	3.9	0.6	-2.3	19*
CCOC(=O)C1CC(CN2C(=O)c3ccccc3C2=O)OC1=O (stereo unspecified)	-3	15	92	.	-6	.	14	-3.3	3.0	.	2
Nc1ncc(-c2ccccc2)c(-c2ccc(O)cc2O)n1	5	0	122	-5	17	1.2	6	0.0	1.7	-1.1	-5
CC(C)(C)C(=O)N1CCN(c2ncnc3scc(-c4ccccc4)c23)CC1	-16	4	101	4	-18	-0.9	-20	-1.0	2.4	-1.1	5
CCOC(=O)CC1C(=O)NCCN1C1CCCC1 (stereo unspecified)	-5	6	106	55	32	-0.5	-17	-1.3	-1.8	1.1	4
N#Cc1ccc(CSCC(=O)O)cc1	-20	7	102	1	10	1.9	4	-1.2	3.0	0.1	2
COc1cc2nc(SCC(N)=O)n(CCC3=CCCCC3)c(=O)c2cc1OC	-5	-65	108	-20	-4	-0.6	-8	11	0.7	-3.2	2
CC(c1ccccc1)N1CC(C(=O)NC2CCCC2)CC1=O (stereo unspecified)	5	6	94	-10	-18	2.0	-37	-1.1	-1.8	-0.1	9
CN(Cc1ccc(F)cc1)C(=O)c1cccc(S(=O)(=O)N2CCN(Cc3ccccc3)CC2)c1	-8	2	103	127	-4	-1.3	.	-0.4	4.8	0.3	2
OCC[C@H]1C[C@@H](O)[C@H](O)[C@@]2(CCc3ccccc3CO2)O1	2	9	108	-12	-6	1.6	3	-1.5	0.0	-0.8	0
CN1C(=O)Cc2cc(S(=O)(=O)N3CCN(c4ccc(Cl)cc4)CC3)ccc21	14	-16	104	157	-23	-1.4	-1	3.1	1.1	-1.4	0
Cc1ccc(/C=c2\sc3nc(-c4ccco4)nn3c2=O)o1	-11	-7	101	-1	-20	1.1	-51	1.5	.	2.0	7
Cc1ccc(C)c(OCC(=O)NNC(=O)C2CC2)c1	4	18	.	1	-6	-2.7	12	-3.5	3.2	-2.6	2
COc1ccc(-c2csc(NC(=O)c3ccccc3F)c2C(=O)O)cc1	-9	12	96	39	-13	0.3	28	-2.4	-1.5	-2.0	3
COC(=O)c1ccc(CNC(=O)Cn2cnnn2)cc1	2	3	81*	15	-4	.	15	-0.6	1.2	.	1
O=C(Nc1ccc(Br)cc1)c1ccc(F)c(S(=O)(=O)NCc2cccs2)c1	-15	-31	99	11	6	3.3	-5	6.0	-2.3	3.1	4
Cc1ccnc(SCc2ccc([N+](=O)[O-])cc2)n1	9	10	115	39	-17	-0.2	.	-2.0	2.4	-1.0	0
CN(C)C(CNC(=O)C1CCCN(C(=O)c2ccc(Cl)cc2)C1)c1ccco1 (stereo unspecified)	10	0	94	-11	-1	3.7	3	0.0	-0.3	-1.9	-2
NC(=O)C1CCN(Cc2cccc(OCc3ccccc3)c2)CC1	9	13	100	-9	-12	0.6	10	-2.7	-3.6	-0.4	-1
O=c1c2ccccc2sn1-c1cc(S(=O)(=O)N2CCOCC2)ccc1N1CCOCC1	-9	16	26*	1	7	-0.8	-32	-2.7	0.5	-1.6	3
C/C(=N\NC(=O)c1ccoc1C)c1ccc(Br)s1	6	3	119	13	11	-2.5	-33	-0.5	2.1	-0.4	1
CCCCCn1c2c(c(=N)c3ccccc31)CCC2	-10	10	99	-3	19	0.9	6	-1.9	0.9	-2.1	-1
CCO[C@@H]1OC(C(=O)N2CCN(Cc3ccccc3)CC2)=C[C@H](c2ccc(C(F)(F)F)cc2)[C@H]1CCCO	-18	-21	114	-7	9	4.5	-26	3.9	-1.4	-1.2	-4
COc1ccc(C(=O)NCC(c2ccco2)N2CCc3ccccc3C2)cc1 (stereo unspecified)	-6	7	99	2	0	1.6	27	-1.1	0.5	0.1	1
O=S(=O)(c1cccc(-c2n[nH]c(=S)n2-c2cccc(C(F)(F)F)c2)c1)N1CCOCC1	-7	10	.	1	-6	0.0	18	-2.5	6.4	0.5	2
CC(C)(C)NC(=O)C(c1ccco1)N(C(=O)c1ccc(CN2CCOCC2)o1)c1ccccc1 (stereo unspecified)	1	7	98	23	25	-0.4	13	-1.2	2.5	-5.8	1
Cc1scc(C(=O)N/N=C/c2ccc(OCC(C)C)cc2)c1C	-5	-15	100	7	-4	-0.9	-17	2.7	0.8	1.8	1
O=C(CN1CCN(CC(=O)Nc2ccccc2F)CC1)Nc1cccc(F)c1	1	9	102	.	-34	.	-2	-1.6	1.4	.	9
CCOc1ccc(N2C(=O)/C(=C\c3ccc(O)c(OC)c3)S(=O)(=O)C2c2cccc([N+](=O)[O-])c2)cc1 (stereo unspecified)	-8	15	102	-1	-27	3.4	-21	-3.0	3.9	0.9	1
Cc1ccccc1Cn1c(NC2CCCC2)nc2c1c(=O)[nH]c(=O)n2C	1	15	134	6	9	4.8	-23	-3.0	1.1	0.2	-2
S=c1[nH]nc(C2CCCCC2)n1/N=C/C(Cl)=C\c1ccccc1	-2	-40	.	-28	34	3.7	-57	7.8	0.3	0.9	-3
Cc1nn(-c2ccccc2)c(N)c1C(c1ccc(C(C)C)cc1)c1c(C)nn(-c2ccccc2)c1N	1	14	121	409*	-1	0.8	-21	-2.6	1.6	-4.3	1
CCn1c2ccccc2c2cc(N=C3SC(CC(=O)Nc4ccccc4)C(=O)N3C)ccc21 (stereo unspecified)	-7	-9	.	43	3	0.2	-6	1.5	1.8	-0.2	-1
Clc1nssc1=Nc1ccc(Br)cc1	-5	-1	.	.	-6	.	105*	0.2	2.3	.	2
